Bioassay records (PubChem)
M. tuberculosis – growth inhibition of non-replicating M. tuberculosis (AID 488890) | Mycobacterium tuberculosis non-replicating, growth inhibition; higher % means a stronger effect | inhibition, % at 25 µM, or IC50 in µM where a hit was titrated | 320,000 compounds, 0.39% hits; in the data active = a potency from the dose series; inconclusive = inhibition mostly from about 82% at the one dose, without a potency; inactive = the rest, 99 in 100 with inhibition below about 76%;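 also: plate controls were DMSO cells for no effect and high antibiotic wells for full effect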
H37Rv inhibition – M. tuberculosis growth inhibition, HTS (AID 449762) | M. tuberculosis H37Rv growth inhibition, 7H9 media; higher % means a stronger effect | inhibition, % at 25 µM, or IC50 in µM where a hit was titrated | 330,000 compounds, 0.59% hits; in the data active = a potency from the dose series; inconclusive = inhibition above about 70% without an active follow-up result;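 also: bacterial growth assessed after seven days of incubation; strong numbers were not always called active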
VEEV TC-83 Vero – inhibitors of VEEV TC-83 cytopathic effect, confirmation, Vero cells (AID 588727) | inhibition, % at 20 µM; hits with a dose series show IC50 in µM | 350,000 compounds, 0.13% hits | Vero cells, VEEV TC-83 cytopathic effect inhibition; higher % means a stronger effect; in the data active = a potency from the dose series; inconclusive = inhibition mostly from about 14% at the one dose, without a potency; inactive = the rest, 99 in 100 with inhibition below about 12%; also: strong numbers were not always called active
H1N1 NS1A inhibition – NS1A inhibition, H1N1 influenza, cell based functional assay (AID 504329) | one-dose inhibition, % at 12.5 µM; IC50 in µM for titrated hits | 340,000 compounds, 0.3% hits | NS1A functional cell-based assay, percent inhibition; higher % means a stronger effect; in the data active = a potency from the dose series; inconclusive = inhibition above about 27% without an active follow-up result; also: strong numbers were not always called active
PhoP GFP inhibition – PhoP regulon inhibitors, Salmonella typhi PhoP promoter GFP reporter, confirmatory (AID 1850). Salmonella Typhi PhoP-promoter GFP reporter, fluorescence, 4 h; higher % means a stronger effect. one-dose inhibition, % at 50 µM; IC50 in µM for titrated hits. 310,000 compounds, 0.33% hits; in the data active = a potency from the dose series; inconclusive = inhibition mostly from about 25% at the one dose, without a potency; inactive = the rest, 99 in 100 with inhibition below about 19%;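 also: 0% = induced wells with vehicle and 100% = uninduced wells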
VEEV TC-83 Vero 10K pilot screen – recorded beside VEEV TC-83 Vero, whose call it bears; inhibition, %; measured here: 10K pilot screen inhibition
* marks the source's active call; other numbers are inactive results; i = inactive; u = inconclusive; x = not tested or not shown.

Preview, 7 compounds:
SMILES	M. tuberculosis	H37Rv inhibition	VEEV TC-83 Vero	H1N1 NS1A inhibition	PhoP GFP inhibition	others
CC(C)c1ccc(C(=O)NNC(=O)c2n[nH]c(=O)c3ccccc23)cc1	-3.2%	-0.3%	4.3%	-3.6%	x
O=C(Nc1ccc(S(=O)(=O)N2CCOCC2)cc1)c1ccc(Cl)cc1	x	1.7%	0.5%	32.9%	-4.8%
O=C1C=C(O)c2[nH]c(=O)ccc2C1=O	x	x	1.9%	9.5%	x
Cc1ccccc1NC(=S)NC(NC(=O)c1ccccc1C)C(Cl)(Cl)Cl (configuration not stated)	22.2%	3.5%	5.9%	11.8%	-10.2%
CC(C)C12CCC(C(=O)O)C(C1)C(=O)O2 (configuration not stated)	-8.7%	1.0%	0.5%	-6.0%	-2.5%
Cc1ccc(NC(=O)c2ncn(CCCN3CCN(Cc4cccc5ccccc45)CC3)n2)cc1C	x	x	i	9.6%	x
Cc1cc(NC(=O)CCC(=O)N(CC(=O)NCC2CCCO2)c2cccc(F)c2)no1 (configuration not stated)	-15.6%	-3.0%	i	-8.2%	-1.6%

All compounds of this part (from the top)
SMILES	M. tuberculosis	H37Rv inhibition	VEEV TC-83 Vero	H1N1 NS1A inhibition	PhoP GFP inhibition	others
CC(C)c1ccc(C(=O)NNC(=O)c2n[nH]c(=O)c3ccccc23)cc1	-3.2%	-0.3%	4.3%	-3.6%	x
O=C(Nc1ccc(S(=O)(=O)N2CCOCC2)cc1)c1ccc(Cl)cc1	x	1.7%	0.5%	32.9%	-4.8%
O=C1C=C(O)c2[nH]c(=O)ccc2C1=O	x	x	1.9%	9.5%	x
Cc1ccccc1NC(=S)NC(NC(=O)c1ccccc1C)C(Cl)(Cl)Cl (configuration not stated)	22.2%	3.5%	5.9%	11.8%	-10.2%
CC(C)C12CCC(C(=O)O)C(C1)C(=O)O2 (configuration not stated)	-8.7%	1.0%	0.5%	-6.0%	-2.5%
Cc1ccc(NC(=O)c2ncn(CCCN3CCN(Cc4cccc5ccccc45)CC3)n2)cc1C	x	x	i	9.6%	x
Cc1cc(NC(=O)CCC(=O)N(CC(=O)NCC2CCCO2)c2cccc(F)c2)no1 (configuration not stated)	-15.6%	-3.0%	i	-8.2%	-1.6%
CCN1CCC(NC(=O)Nc2ccc(F)cc2F)CC1	-2.7%	2.6%	0.2%	13.2%	-3.6%
CCCCCN(C(=O)CCC(=O)OCC(=O)NCc1cccc(OC)c1)c1c(N)n(CCCC)c(=O)[nH]c1=O	3.8%	9.2%	9.7%	-7.3%	9.5%
Cc1ccc(C2=[N+]([O-])C(C)N(O)C2(C)C)o1 (configuration not stated)	6.4%	6.7%	1.3%	-6.3%	-1.1%
COc1ccc(NC(=O)c2cc3c(CO)cnc(C)c3oc2=Nc2cccc(F)c2)c(OC)c1	-3.4%	9.0%	0.3%	-7.0%	5.1%
CCCCNC(=O)N(O)C1N(/N=C/c2cccnc2)C(=S)SC1(C)C (configuration not stated)	5.2%	0.5%	1.5%	-5.1%	2.4%
CC1(C)CC(N=Cc2c(O)n(Cc3ccc4c(c3)OCO4)c(=O)c3ccccc23)CC(C)(C)N1	u	8.7%	i	17.0%	14.7%
COC(=O)c1ccccc1NC(=O)Cn1cnc2cc(C)c(C)cc21	14.5%	4.3%	1.4%	-1.4%	1.1%
CN(C(=O)CSc1n[nH]c(-c2cccs2)n1)C1CCS(=O)(=O)C1 (configuration not stated)	2.0%	5.5%	0.6%	-9.7%	-2.1%
O=C(CCn1nnc2ccccc2c1=O)N[C@@H](Cc1c[nH]c2ccccc12)C(=O)O	-4.4%	-18.6%	0.4%	-8.1%	-3.4%
Cc1cccc(C)c1NC(=O)CNC(=O)CCCc1c[nH]c2ccccc12	-11.2%	-1.8%	i	-7.2%	2.3%
CCCC1Cc2c(sc3nc(SC)nc(N)c23)CO1 (configuration not stated)	16.5%	-6.3%	1.4%	-8.4%	0.1%
COc1cc(C(=O)NCc2ccco2)cc(OC)c1OC	-6.7%	-0.1%	5.9%	0.0%	-3.6%
CC(C1CC1)N(Cc1ccccc1)C(=O)NC(=O)c1ccccc1 (configuration not stated)	2.6%	-5.5%	0.4%	-1.5%	-0.1%
CCCOc1ccc(C(=O)NNC(=S)NC(C)=O)cc1	u	u	23.6µM*	-5.8%	35.5µM*
COCCCNC(=O)c1cn(CCOC)c(=O)c2c1c1ccccc1n2C	2.0%	-4.7%	0.4%	-0.3%	12.7%
CCn1c(-c2ccoc2C)n[nH]c1=S	10.5%	2.7%	2.5%	-1.5%	-1.8%
CCOC(=O)c1c(NC(=S)Nc2cccnc2)sc(C)c1C	60.0%	-5.7%	0.3%	-6.0%	-2.4%
COc1ccc(/C(=N/Nc2ncnc3ccccc23)C(=O)O)cc1	2.0%	-4.5%	0.5%	5.6%	4.3%
Cc1nc(-c2ccc(F)cc2)c(CC(=O)N2CCN(S(=O)(=O)c3cccc(Cl)c3)CC2)s1	1.3%	-0.8%	6.5%	-7.5%	-5.0%
CC(=O)c1cc2c(cc1NC(=O)CCc1ccccc1)OCO2	-5.1%	0.4%	7.9%	-12.9%	-4.6%
CSc1ccc(/C=C(\C#N)C(=O)Nc2cccc(C)c2)cc1	u	-7.8%	0.6%	-8.3%	-3.5%
O=C(NCc1ccc2c(c1)OCO2)C(=O)NCC1OCCN1S(=O)(=O)c1ccc(F)cc1 (configuration not stated)	-6.2%	-14.6%	2.3%	0.5%	-4.7%
Cc1ccc(SC(=O)COc2ccc(C)c(C)c2)cc1	u	8.2%	0.8%	2.1%	5.7%
CC1(C)CC(=O)C(C=NCCc2ccc(S(N)(=O)=O)cc2)=C(O)C1	-1.9%	2.8%	i	-5.9%	0.6%
CC1S/C(=C(\C#N)C(N)=O)N(c2ccc(F)cc2)C1=O (configuration not stated)	4.1%	-1.0%	2.2%	-1.9%	-9.0%
O=C1C(=Cc2ccco2)CCC1=Cc1ccco1	x	x	4.2%	9.3%	x
C/C(=N\NC(=O)c1ccc(CN2CCOCC2)cc1)c1ccc([N+](=O)[O-])cc1	8.4%	7.2%	1.7%	-2.5%	-2.7%
CCCCCOc1ccc(C(=O)Nc2ccc(S(=O)(=O)Nc3cc(C)on3)cc2)cc1	31.9%	7.5%	0.6%	-6.0%	8.0%
O=C1NC(=O)C(=Cc2ccc(N3CCN(C(=O)c4ccccc4)CC3)c([N+](=O)[O-])c2)C(=O)N1	2.5%	8.7%	i	-4.8%	-1.5%
CCCNC(=O)c1ccc(N2CCC3(CC2)CC(c2ccccc2)=NO3)c(NC(=O)c2cccc(OC)c2)c1	16.8%	22.2%	4.3%	-6.5%	9.2%
CC(=O)Nc1ccc(S(=O)(=O)N(C)c2ccc(OCC(=O)OCC(=O)N3CCCCC3)cc2)cc1	-0.1%	2.0%	0.6%	-5.0%	-9.1%
Cc1ccc(-n2c(SCC(=O)NC3CCS(=O)(=O)C3)nc3ccccc3c2=O)cc1 (configuration not stated)	7.0%	-3.4%	4.8%	-21.0%	-4.8%
COC(=O)C1CCN(C(=O)C2CCN(C(=O)[C@@H](NS(=O)(=O)c3ccc(C)cc3)C(C)C)CC2)CC1	-2.5%	-5.3%	i	0.4%	4.7%
COc1ccc(N2C(=O)[C@@H]3[C@H](C2=O)[C@H]2c4ccccc4C=CN2[C@@H]3C(=O)Nc2ccccc2)cc1	25.2%	-1.0%	3.8%	-3.2%	-2.0%
O=c1c([N+](=O)[O-])c(NCCN2CCCCCC2)c2ccccc2n1-c1ccccc1	33.3%	3.3%	1.4%	-1.2%	-7.2%
COc1ccc(N2C(=O)C(CN3CCCCC3)C2c2ccccc2)cc1 (configuration not stated)	-6.3%	-1.6%	0.5%	-4.3%	-16.0%
COc1ccc(C2c3sc(=O)[nH]c3SC3C(=O)N(c4ccccc4)C(=O)C32)cc1 (configuration not stated)	61.1%	-0.2%	1.4%	15.7%	-3.3%
O=C(NCc1ccc(Cl)cc1)c1cc(S(=O)(=O)N2CCCCC2)c[nH]1	17.7%	-1.2%	3.9%	-4.3%	x
NS(=O)(=O)c1ccc(N2CCNCC2)cc1	-14.8%	0.3%	0.4%	4.2%	9.5%
CC1(C)Cc2c(c(N3CCOCC3)nc3sc4c(NN)ncnc4c23)CS1	0.8%	10.5%	8.0%	6.6%	-19.3%
CCOC(=O)c1sc2nc(C3CC3)cc(-c3ccc(F)cc3)c2c1N	-19.6%	10.2%	i	-34.9%	4.1%	VEEV TC-83 Vero 10K pilot screen=0.5
C=C1CCN(C(C(=O)OC)C(C)C)S(=O)(=O)c2ccccc21 (configuration not stated)	10.9%	-4.2%	0.3%	3.2%	6.5%
C[C@H](CO)N1C[C@H](C)[C@H](CN(C)S(C)(=O)=O)Oc2c(cccc2N(C)C)C1=O	-10.2%	2.8%	0.1%	-0.7%	x
C=CCC[C@H](Cc1ccc(F)cc1)C(=O)OC[C@@H](C)NC(=O)[C@@H](CC=C)CC(=O)N[C@H](CO)Cc1ccccc1	16.4%	-0.7%	3.0%	9.6%	x
Cc1cc(C(=O)CCl)c(C)n1CCc1ccccc1	u	u	x	x	1.1%
O=C(CCNC(=O)c1ccc(Br)cc1)NCc1ccncc1	-10.2%	0.5%	1.1%	-3.3%	-6.2%
CC1CCCN(Cc2nc(Cc3ccccc3Cl)no2)C1 (configuration not stated)	13.9%	6.0%	0.3%	10.9%	25.2%
COC(OC)c1ccnc(-c2ccc(OC(C)=O)cc2)n1	-1.6%	0.2%	0.9%	-3.1%	-4.9%
Cc1ccc(NC(=O)Cn2nc(-c3ccccc3Cl)ccc2=O)c(Br)c1	-3.5%	-4.8%	0.3%	-0.8%	-24.7%
CC(C)N1CCc2c(sc(NC(=O)c3ccc4ccccc4c3)c2C(N)=O)C1	u	58.8%	22.9%	-12.2%	-11.0%
Cn1c(=O)c2c(ncn2CC(=O)OCC(=O)c2ccc(Cl)cc2)n(C)c1=O	8.1%	-5.2%	0.7%	-15.1%	-5.2%
Cc1cc(C)nc(NC(=S)Nc2cccc(Cl)c2Cl)c1	2.0%	-2.4%	i	-4.9%	-1.6%
O=C(COC(=O)c1ccc(O)cc1O)Nc1ncc(Cl)cc1Cl	-5.5%	0.8%	1.8%	-3.5%	3.0%
(listing goes on)
SMILES	M. tuberculosis	H37Rv inhibition	VEEV TC-83 Vero	H1N1 NS1A inhibition	PhoP GFP inhibition	others
Cc1ccccc1-n1c(C)nnc1SCc1cc(=O)oc2ccc3ccccc3c12	61.0%	6.8%	5.8%	2.2%	2.3%
COc1ccc(S(=O)(=O)N(C)c2ccc(C(=O)N3CCC(C(N)=O)CC3)cc2)cc1	-0.8%	-3.9%	0.7%	-2.2%	-3.1%
Cc1ccc(/C=C2\C(=O)NC(=O)N(CCc3ccc(F)cc3)C2=O)o1	20.7%	-1.1%	0.1%	3.7%	-9.5%
CC(C)(C)c1ccc(OC(=O)c2ccccc2)cc1	3.1%	3.4%	1.5%	-2.8%	5.0%
O=C(CSc1nnc2c(n1)[nH]c1ccccc12)Nc1ccc2c(c1)OCO2	6.4%	0.3%	2.9%	5.8%	-12.5%
CC(NS(=O)(=O)c1cccc(C(=O)NCc2ccncc2)c1)c1ccccc1 (configuration not stated)	2.5%	-1.5%	0.7%	-8.8%	x
COC(=O)c1ccc(CSc2nc3ccc(C)cc3[nH]2)o1	15.0%	-4.2%	1.0%	-0.8%	-2.1%
CN1CCN(c2ccc(Cl)cc2NS(=O)(=O)c2ccccc2Cl)CC1	17.1%	43.8%	4.5%	6.9%	-1.9%
COc1ccc(-c2nn(-c3ccccc3)cc2/C=N/N2C(=O)CSC2=S)cc1	-3.6%	6.7%	4.3%	4.1%	1.0%
CC1CCCCN1S(=O)(=O)c1cccc(S(=O)(=O)N2CCOCC2)c1 (configuration not stated)	-15.5%	-5.3%	i	-4.3%	5.7%
OCC[C@H]1C[C@@H](O)[C@H](O)[C@@]2(CCCCO2)O1	-8.8%	2.0%	0.0%	7.1%	1.2%
CC(=O)c1c(C)nc(-c2ccc3c(c2)OCO3)n1O	-12.3%	5.2%	2.7%	-1.6%	14.5%
COCC(=O)Nc1ccc(C(N)=O)cc1	-6.3%	-4.2%	i	-21.3%	-4.1%
